# XIAP antagonists = XIAP antagonists, biochemical, IAP family, fluorescence polarization (AID 1018) | 0.007% of 200,000 active | displacement, % at 20 µM, or IC50 in µM where a hit was titrated | E3 ubiquitin-protein ligase XIAP (Homo sapiens) | XIAP BIR domain, fluorescence polarization peptide displacement; higher % means a stronger effect; in the data active = displacement above about 50%; also: a part of the inactive calls stands beside numbers as strong as those of hits
# CSM14.1 death rescue = rescue of cells from ER stress-induced death, primary screen, 384-well, CSM14.1, thapsigargin, ATP luminescence (AID 1222). CSM14.1 thapsigargin-induced death rescue, ATP luminescence; higher % means a stronger effect. cellular ATP content (survival), % at 20 µM; hits with a dose series show EC50 in µM. 190,000 tested, under 10 active;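 active = EC50 below 50 µM in the dose-response confirmation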;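 also: death triggered by thapsigargin at about 15 µM added after 2 h compound pretreatment; cell ATP read after overnight thapsigargin exposure of roughly 18 to 22 hours; normalized against plate controls of thapsigargin alone and 5% DMSO vehicle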
# Hep lipid drop = inhibitors of hepatocyte lipid droplet formation, primary screen, imaging, high-throughput imaging, BODIPY stain; AML12 mouse hepatocytes, oleate lipid droplets; inhibition, % at 6.5 µM; 0.4% of 240,000 active; AID 1656, 2009;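 active = lipid droplet intensity inhibited by at least 50%, with more than 500 cells counted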
#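 Material – mouse AML12 hepatocyte cell line, fixed after treatment · Compound dosing – one dose, 6.5 µM compound · Times – compound with oleate, overnight · Measured by – Image-based BODIPY and DAPI two-channel analysis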
# Dynein transport = inhibitors of GR-EGFP nuclear translocation, primary screen, dynein cargo transport inhibitor project, imaging, high-content, 3617.4 mouse cells; test concentration mostly 20 µM; stimulated with dexamethasone, 1 µM; hits give low values; AID 1381, 2008; 0.47% of 220,000 active; z-score, hits read low;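 active = plate z-score of nuclear minus cytoplasmic receptor signal below a set negative limit, without overly bright fluorescence or cell loss, cut at about -3.5 in these data, passing the limit was not always enough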;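 also: z-score of nuclear minus cytoplasmic ring GR-EGFP intensity difference per well; some compounds called inactive have numbers as strong as hits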
#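 Medium: Induction medium lacking tetracycline, stripped serum | Probe or stimulus: 1.0 µM final dexamethasone stimulus | Schedule: 48 h induction, then 1 h compound, then 30 min agonist, 37 °C | Signal: Automated 10x imaging of fixed Hoechst-stained cells | Evaluation: Per-cell GR-EGFP intensity, nucleus versus surrounding cytoplasmic ring, well-averaged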
# WT yeast gro inh = growth inhibition of WT strain, primary screen, mitochondrial fusion inhibitor project, WT and mutant strains, chemical genetic; mitochondrial fusion phenotypic screen; inhibition, % at 10 µM; 2.1% of 190,000 active; in the data active = inhibition above about 58%; tested in S. cerevisiae
# b-catenin transl = modulators of beta-catenin nuclear translocation, primary screen, imaging, HeLa cells, immunofluorescence, high-content; nuclear translocation activity, % at 5 µM; 0.3% of 190,000 active; AID 1665, 2009;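 active = nuclear translocation activity above 50% at 5 µM, with a well cell count of 50 or more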;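 also: per-cell ratio of nuclear to cytoplasmic median beta-catenin stain intensity; plate controls were DMSO negative control for no effect and GSK-3 inhibitor IX positive control for full effect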
#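 Read-out: Nuclear/cytoplasmic beta-catenin signal ratio, % activation | Assay system: Human HeLa cell line | Times: 24 h compound exposure at 37°C, 5% CO2 | Signal: Fluorescence imaging of beta-catenin antibody stain plus DAPI | Dosing: 5 µM primary, 0.02–20 µM confirmation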
# MT stabilize HCS = microtubule stabilizers in HeLa cells, primary screen, imaging, high-content imaging | % tubulin-high responders, % at 10 µM | AID 2205, 2009 | 0.83% of 200,000 active | HeLa tubulin immunostaining HCS, 24 h; share of cells brighter than vehicle mean+2SD;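 active = plate Z-score above 3 for both tubulin-high and condensed-nucleus cell shares, with cell loss under 80%, at 10 µM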;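 also: anti alpha tubulin signal scored within the nucleus-defined area of each cell; some results filed as inactive read as strong as hits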
# Autophagy mod = autophagy modulators in MEF cells, primary screen, imaging, high-content, MEF GFP-LC3; MEF GFP-LC3 puncta imaging; test concentration mostly 10 µM; calls only at 10 µM (by protocol); 0.98% of 190,000 active; AID 463193, 2010;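 active = percentage of spot-positive cells more than 3 SD above its plate mean, without a fluorescence outlier flag or 80% toxicity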;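 also: spot-positive cell cutoff set from DMSO-treated cells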
# Ins promoter up = insulin promoter activators in MIN6 cells, imaging, high-content screening, mouse beta cells | MIN6 insulin promoter-GFP reporter; hits give high values | z-score at 5 µM | 0.3% of 190,000 active;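 active = z-score above 3 at 5 µM with at least 500 cells counted in the well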
# WT yeast gro inh mutant strain = second read-out of WT yeast gro inh, no call of its own (marks repeat the call); inhibition, %; mitochondrial fusion phenotypic screen, mutant strain inhibition
# Dynein transport cytoplasmic EGFP = further read-out of Dynein transport, marked with its call; z-score; measured here: cytoplasmic GR-EGFP intensity; hits give high values
# Dynein transport nuclear GR-EGFP = further read-out of Dynein transport, marked with its call; z-score; measured here: nuclear GR-EGFP intensity;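 lower value marks the stronger effect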
# Dynein transport cell count = second read-out of Dynein transport, no call of its own (marks repeat the call); z-score; measured here: cell count per field
# Ins promoter up cell count = recorded beside Ins promoter up, whose call it bears; cell count; measured here: cytotoxicity, nuclei count;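 total cells summed across four imaged fields per well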
# Hep lipid drop cells 6.5 µM = second read-out of Hep lipid drop, no call of its own (marks repeat the call); cell count; measured here: cell count, cytotoxicity flag;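 cells counted across two imaged fields per well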
# b-catenin transl cell count 5 µM = also measured in b-catenin transl; calls as there; cell count; measured here: cell count, cytotoxicity flag
# MT stabilize HCS Hoechst-high % = further read-out of MT stabilize HCS, marked with its call; % Hoechst-high responders; measured here: nuclear condensation Hoechst responders;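 share of cells brighter than vehicle mean plus two SD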
# MT stabilize HCS cytotoxicity % = further read-out of MT stabilize HCS, marked with its call; toxicity, %; measured here: cytotoxicity by cell density;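 0% = mean cell density of plate MIN control wells and 100% = no cells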
# Autophagy mod cell loss 18 h = second read-out of Autophagy mod, no call of its own (marks repeat the call); toxicity, %; measured here: cell loss, nuclei count;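 cell loss after 18 h compound exposure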
# * hit, by the source's call; i = inactive; . = not tested or not shown; + = active, no number. Hits appear at their usual frequency, and some 4% of all compounds hit somewhere here.
# Values run as follows: b-catenin transl cell count 5 µM, MT stabilize HCS Hoechst-high %, Hep lipid drop cells 6.5 µM, Dynein transport cell count, Dynein transport nuclear GR-EGFP, WT yeast gro inh, CSM14.1 death rescue, Dynein transport, Hep lipid drop, Autophagy mod, MT stabilize HCS cytotoxicity %, Autophagy mod cell loss 18 h, XIAP antagonists, WT yeast gro inh mutant strain, Ins promoter up, Dynein transport cytoplasmic EGFP, MT stabilize HCS, b-catenin transl, Ins promoter up cell count
- CCN(CC)CCN(Cc1cc2ccc(C)cc2[nH]c1=O)C(=O)NC1CCCCC1
 : 1499, 1.6, 648, 0.2, 0.37, 5, -0.4%, -0.086, -20, i, 5.4, -21, -6.7%, 1, -5, 1.3, 3.6, 0.1, 1419
- O=C(O)c1ccc(N/N=C/C=C/c2ccccc2)cc1
 : 1225, ., 705, 0.74, -0.32, ., ., -0.9, -1, ., ., ., ., ., -0.63, -0.78, ., 0.6, 1126
- CSc1nc(-c2ccccc2)nc(N2CCOCC2)c1C(C)=O
 : 1109, 2.6, 660, -0.57, 0.6, 29, -1.2%, 2, 0, i, 0.2, -6, -3.6%, 7, -0.38, -0.2, 3.1, 2.9, 1359
- COC(=O)c1cn(C(=O)c2cccs2)c2ccccc12
 : ., 1.5, 694, -0.08, -0.44, 12, -1.9%, -1.2, 10, i, 5.8, 10, 2.2%, 8, 1.4, -0.11, 2.0, ., 1247
- CCn1ncc(NC(=S)NCCc2ccc(OC)c(OC)c2)c1C(N)=O
 : 1140, 1.6, 681, 0.43, -0.49, 0, -0.1%, -1, 20, i, 11, -33, -5.0%, 4, 0.09, -0.17, 1.5, -6.7, 1626
- Nc1c(N2CCN(c3ccccc3)CC2)c2ccccc2oc1=O
 : 1062, 2.2, ., 0.62, -0.17, -13, -3.6%, -0.23, ., i, 3.8, -10, -4.3%, 10, 0.77, -0.22, 1.5, -0.6, 1142
- COc1ccc(C(=O)n2nc(-c3ccc(C)cc3)nc2N)cc1OC
 : 579*, 35*, 737, -0.45, 0.77, 11, -2.6%, 0.69, 0, i, 32*, 8, -4.4%, 10, -0.09, -0.11, 48*, 100*, 913
- CCCc1nc(SCC(=O)N2CCCC2)c2ccccc2n1
 : 772, 2.5, ., 0.073, -0.29, -20, -0.7%, -1.1, ., i, 1.1, -14, -1.9%, -6, -1.1, -0.039, 5.3, 0.8, 1436
- COc1ccccc1CNC(=S)NC1CCCCC1
 : 1148, 1.6, 659, 1.4, 0.092, 53, 0.7%, 0.13, -17, i, 5.4, 18, -0.1%, 16, -0.37, -0.28, 4.0, -2.8, 1352
- O=C(NNc1nc2c(F)cccc2s1)c1ccc(F)cc1
 : 1083, 1.3, 668, 0.43, -0.94, -11, 0.2%, -0.63, -4, i, 7.7, -10, -3.4%, -13, -0.26, -0.19, 2.2, -1.3, 1432
- O=C(COc1ccc(-n2ccnc2)cc1)Nc1cccc(Cl)c1
 : 955, 1.8, 671, 0.66, -0.52, -15, -1.2%, -0.8, 19, i, 10, 5, 1.1%, 14, 0.4, -0.34, 1.8, 2.4, 1221
- O=C(N/N=C1/CCCc2ccccc21)c1cc([N+](=O)[O-])cc([N+](=O)[O-])c1
 : 1097, 1.5, 721, -0.35, 0.13, 7, 0.7%, 0.48, -4, i, 0.4, -2, -4.5%, 13, 0.56, -0.2, 2.6, -4.3, 1671
- COc1ccc(/C=N/OCC(=O)NC(c2ccccc2)c2ccccc2)c(OC)c1
 : 606, 1.7, 658, -1.8, 1.2, 46, 0.0%, 2.6, 19, i, 0.4, 3, -10%, 27, 0.06, -0.17, 3.5, -3.0, 1471
- O=C(CCCn1c(=O)[nH]c2cc(Cl)ccc2c1=O)N1CCN(c2ccc([N+](=O)[O-])cc2)CC1
 : 958, 1.2, ., -0.086, -0.64, 4, -0.1%, -1.2, ., i, 1.3, 22, -1.2%, 17, -2.3, -0.096, 4.7, -3.7, 830
- Clc1ccc(-c2nnc(N3CCOCC3)o2)cc1
 : 1305, ., 727, 0.093, -0.33, ., ., -0.86, 17, ., ., ., ., ., 0.06, -0.17, ., 0.1, 1150
- CC1(C)CC(NC(=O)C23CCC(C)(C(=O)C2=O)C3(C)C)CC(C)(C)N1 (stereo not drawn)
 : 949, 1.8, 758, 0.73, -0.13, -1, 1.8%, -0.43, 5, i, 4.9, 11, -5.2%, 11, 0.36, -0.34, 1.3, -1.3, 1252
- Cn1nc(C(F)(F)F)c(-c2ccc(F)cc2)c1NC(=O)c1cccnc1
 : 1248, ., 664, -2.7, 1.1, ., ., 1.2, -5, ., ., ., ., ., -0.51, -0.021, ., -0.4, 1104
- CCCc1cc(C(=O)N2CCC(N3CCC(C(=O)NC(C)C)CC3)CC2)n(C)n1
 : 1028, 1.1, 715, -0.095, 0.4, 3, 0.5%, 0.14, -2, i, 6.5, -2, -0.4%, -4, ., -0.19, 1.7, -3.7, .
- O=C(CS(=O)(=O)Cc1ccccc1)N1CCc2ccccc2C1
 : 989, 2.1, 676, 0.31, -0.23, 22, -1.0%, -0.26, -10, i, 2.3, -2, -3.4%, 7, ., -0.21, 1.9, 0.8, .
- Cc1ccc2c(c1)Sc1ccccc1CC2=O
 : 1263, 1.2, ., -0.15, -0.15, 5, -1.0%, -0.029, ., i, 8.2, 1, -7.7%, 4, -0.12, -0.2, 2.2, 0.2, 1388
- C#CC(CC)(CC)NC(=O)Nc1ccccc1C(=O)OC
 : 1121, 1.8, 678, 0.69, -0.012, 4, -0.7%, -0.27, -9, i, 5.4, -31, -3.0%, 7, 0.36, -0.14, 1.9, -4.1, 1630
- Cn1c(-c2ccc3c(c2)OCO3)cnc1NC(=O)CCC(=O)NCCc1ccccc1
 : 865, 1.9, ., -2.2, 1.3, 13, -2.3%, 2.1, ., i, 4.9, 0, -4.3%, 11, -0.16, 0.1, 2.8, -6.0, 1032
- O=C1CC(NCc2ccc(F)cc2)C(=O)N1c1ccccc1 (stereo not drawn)
 : 1535, 2.5, 700, 0.56, 0.13, 1, 2.3%, -0.42, 2, i, 7.5, -5, -5.7%, 9, -0.04, -0.36, 4.9, 0.0, 1470
- COc1ccc(/C=N/NC(=O)c2cc(-c3ccc(C)cc3C)nc3ccccc23)cc1COC(C)=O
 : 1279, 1.7, ., 0.88, 0.24, 9, -0.3%, -0.33, ., i, 14, 8, -3.8%, -7, 0.13, -0.23, 3.4, 0.3, 1485
- Cn1c(SCc2ccccn2)nc2c1c(=O)[nH]c(=O)n2C
 : 1333, ., 737, -0.92, 0.42, ., ., -0.012, 1, ., ., ., ., ., 0.28, -0.25, ., 0.4, 1022
- Cc1ccc(C(=O)N[C@H](C(=O)OCC(=O)Nc2cccc(S(N)(=O)=O)c2)C(C)C)cc1
 : 1268, ., 677, 0.62, -0.069, ., ., -0.37, 11, ., ., ., ., ., 0.56, -0.24, ., 1.4, 1154
- COc1cccc(C(=O)NCC(=O)N/N=C/c2cccs2)c1
 : 1069, 2.1, 662, -1.1, 1.2, -6, -2.8%, 1.5, -28, i, 5.3, 1, -14%, 4, 0.33, 0.15, 2.2, -3.6, 1568
- O=C1S/C(=C\c2ccc(N3CCOCC3)o2)C(=O)N1c1ccccc1
 : 1090, 2.9, 672, 0.66, 0.38, -11, 1.5%, -1.4, -9, +, 0.8, 1.4*, -7.0%, -5, ., 7.8, 3.9, 0.1, .
- Cc1cc2nc(-c3cccc(NC(=O)c4ccc(Br)o4)c3)oc2cc1C
 : 967, 1.0, 746, 0.39, -0.24, 7, 1.3%, -0.45, -1, i, 19, -9, -3.9%, 21, 0.66, -0.33, 0.9, 4.9, 809
- O=C(NCc1ccco1)C(c1ccco1)N(Cc1cccs1)C(=O)Cn1nnc2ccccc21 (stereo not drawn)
 : 421, 2.4, 711, -0.15, 0.62, -7, -1.6%, 0.31, -17, i, 6.1, 5, -5.2%, 0, ., -0.19, 2.8, 0.8, .
- Cc1ccc(/C=C2/Sc3ccccc3N(CC(=O)NCCCOC(C)C)C2=O)cc1
 : 930, 1.9, 596, -1.2, 0.24, 32, -1.6%, 1.2, -3, i, 8.9, 9, 1.0%, 11, -0.28, -0.17, 5.2, 0.7, 1261
- Cc1ccc(C)c(-n2cc(CNCCc3cnccn3)c(-c3ccccc3)n2)c1
 : 1002, 4.4, 691, 0.59, -0.33, 7, -1.2%, -0.81, -10, i, 7.7, 4, -4.0%, 7, -0.52, -0.32, 1.6, 2.3, 1272
- Cc1cc(NS(=O)(=O)c2ccc(NC(=O)C(C)Oc3ccc(Cl)cc3)cc2)no1 (stereo not drawn)
 : 1240, 2.0, ., -0.74, -0.56, -33, -1.1%, 0.13, ., i, 1.1, -5, -5.7%, 18, -0.61, -0.17, 2.5, -0.2, 1441
- COCc1cc(C)nc2sc(C(=O)OC(C)C)c(N)c12
 : 1127, 2.4, 752, -0.08, 0.036, 19, -1.9%, -0.13, -5, i, 6.4, -4, -4.8%, 3, 0.75, -0.26, 4.4, -0.6, 1118
- Cc1c(Cl)cccc1NC(=O)COc1ccc(S(=O)(=O)N2CCOCC2)cc1
 : 1223, 1.9, 766, -0.41, 0.39, ., 0.0%, 0.58, 2, i, 2.4, -1, -2.0%, ., 0.01, -0.12, 2.1, 1.4, 1094

# Screening results from PubChem.
